# NTR1 agonist – agonists of NTR1, primary screen, imaging, U2OS cells, beta-arrestin-GFP, high content (AID 493036); 330,000 compounds, 0.17% hits; NTR1-U2OS beta-arrestin-GFP spot imaging, agonist mode; activation, % at 20 µM; Neurotensin receptor type 1 (Homo sapiens), P30989;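 active means activation at or above 40% of the spot to cytoplasm intensity ratio, with at least 20 cells analyzed; inconclusive means wells under 20 cells, flagged as cytotoxic or low count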;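 further: 0% = DMSO without peptide and 100% = 100 nM NTR1 peptide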
# Target sequence (P30989 whole entry, looked up): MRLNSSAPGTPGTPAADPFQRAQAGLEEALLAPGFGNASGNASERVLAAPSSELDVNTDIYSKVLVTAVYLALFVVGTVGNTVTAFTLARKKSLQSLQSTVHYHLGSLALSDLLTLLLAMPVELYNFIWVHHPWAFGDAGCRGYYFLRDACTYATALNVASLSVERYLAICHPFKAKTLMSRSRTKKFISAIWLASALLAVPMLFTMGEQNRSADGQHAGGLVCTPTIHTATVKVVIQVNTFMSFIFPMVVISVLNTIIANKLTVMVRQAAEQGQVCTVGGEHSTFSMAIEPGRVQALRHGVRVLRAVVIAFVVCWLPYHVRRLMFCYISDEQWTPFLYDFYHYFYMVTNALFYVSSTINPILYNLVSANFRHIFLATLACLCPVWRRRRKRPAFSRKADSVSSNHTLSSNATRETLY
# UTI89 phage lysis – inhibition of K1F phage lysis, E. coli UTI89, bacterial capsule biogenesis inhibitors, alamar blue (AID 488966) | inhibition, % at 100 µM; hits with a dose series show IC50 in µM | 340,000 compounds, 0.02% hits | E. coli UTI89 K1F phage lysis, alamar blue, 2 h; higher % means a stronger effect;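 active means phage lysis inhibition, versus mean bacterial control, above a set limit; inconclusive means no clear call, values can overlap the other calls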;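 further: capsule biogenesis inhibitors block K1F phage lysis so surviving cells raise fluorescence; higher fluorescence means more inhibition of phage lysis; actives were called in the ten point dose series up to 300 µM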
# Large T inhibition – SV40 large T antigen inhibitors, biochemical (AID 1903). 310,000 compounds, 0.39% hits. SV40 large T antigen ATPase/helicase inhibition assay; higher % means a stronger effect. inhibition, % at 20 µM; hits with a dose series show IC50 in µM; in the data active means a potency from the dose series; inconclusive means inhibition mostly from about 32% at the one dose, without a potency; inactive means the rest, 99 in 100 with inhibition below about 32%; further: strong numbers were not always called active
# T cell HTS – modulators of CD8 T cell-vesicle binding, primary screen, mouse 2C CD8+ T cells, flow cytometry | 2C CD8+ T cell-vesicle binding; hits give low values | calls only at 7 µM | 330,000 compounds, 0.068% hits | AID 2052, 2009;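 active means response, share of CD8 T cells binding vesicles, and their 90th percentile fluorescence all below set limits, cut at about 80% in these data, passing the limit was not always enough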
#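 Material: 2C TCR transgenic mouse naive CD8+ T cells, MACS-purified. Also added: QL9-charged Drosophila Ld/ICAM-1/B7-1 vesicles. Timing: binding 1.5 h at 37 °C. Measured by: high-throughput flow cytometry with anti-B7-1 and anti-CD8 staining. Read-out: percent CD8+ FL2 mean versus row control. Controls: Unloaded micro-vesicles (low), QL9 vesicles with 0.7% DMSO (high).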
# Salmonella PhoP GFP – inhibitors of PhoP regulon expression, primary screen, Salmonella Typhimurium, GFP reporter (AID 1863). one-dose inhibition, % at 50 µM; IC50 in µM for titrated hits. S. Typhimurium PhoP-regulated promoter GFP reporter, 4 h; higher % means a stronger effect. 300,000 compounds, 0.16% hits;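 active means inhibition over 29.93%, a cutoff 3 SD above the screen mean, later confirmed by dose response; inconclusive means inhibition over 29.93% but no dose response follow-up; inactive means inhibition at most 29.93% or unconfirmed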;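 further: 0% = low Mg2+ inducing control and 100% = high Mg2+ repressing control; strong numbers were not always called active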
# Rac1 GTP hydrolysis – MgcRacGAP GTPase-activating activity inhibitors, confirmation, biochemical, ADP Hunter fluorescence; AID 624330, 2012; 340,000 compounds, 0.6% hits; inhibition, % at 30 µM, or IC50 in µM where a hit was titrated; MgcRacGAP-stimulated Rac1 GTP hydrolysis, ADP Hunter fluorescence; higher % means a stronger effect; GST-tagged Rac1 F28L mutant substrate; Rac GTPase-activating protein 1 (Homo sapiens);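 active means first-screen hits whose inhibition reached a set limit at any dose in the follow-up dose series; inconclusive means inhibition above the set first-screen limit but never retested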;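 further: fluorescence reports GDP produced by GAP-driven GTP hydrolysis; strong numbers were not always called active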
# TNAP activators – human TNAP enzyme activators, primary screen, biochemical, luminescent, no phosphate acceptor, uHTS (AID 1001); activation fold at 20 µM; hits with a dose series show EC50 in µM; Alkaline phosphatase, tissue-nonspecific isozyme (Homo sapiens); 200,000 compounds, 0.03% hits; purified TNAP, luminescent activation assay, no phosphate acceptor; higher activation fold means a stronger effect; in the data active means activation fold from about 3, or a potency from the dose series; inactive means the rest, 99 in 100 with activation fold below about 1.6; further: many of its hits are not listed in these tables
# RSV CPE inhibition – RSV antiviral activity via CPE protection, HEp-2 cells, primary 10 µM value included (AID 2391) | HEp-2 cells, RSV-induced CPE inhibition; higher % means a stronger effect | one-dose CPE inhibition, % at 10 µM; IC50 in µM for titrated hits | 310,000 compounds, 0.13% hits; in the data active means a potency from the dose series; inconclusive means CPE inhibition mostly from about 23% at the one dose, without a potency; inactive means the rest, 99 in 100 with CPE inhibition below about 21%; further: strong numbers were not always called active
# Myeloid diff MLP – induction of myeloid progenitor differentiation, primary screen, cell-based, flow cytometry, MLPCN library | 360,000 compounds, 1% hits | calls only at 10 µM | ER-HoxA9 myeloid progenitors, lysozyme-GFP differentiation;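 active means normalized GFP-positive differentiation at or above the plate's own cutoff, the solvent-only control mean plus 3 SD; inconclusive means no clear call, values can overlap the other calls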;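 further: cells exposed to compound for four days before flow analysis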
# T cell HTS vesicle-bound % – also measured in T cell HTS; calls as there; double positive events, %; measured here: CD8+ vesicle-bound cell fraction;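 binding gate set so that unloaded-vesicle control wells show 10% double positive cells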
# NTR1 agonist cell count 20 µM – also measured in NTR1 agonist; calls as there; cell count; measured here: cell count, cytotoxicity flag
# Myeloid diff MLP GFP+ MAC1+ % – recorded beside Myeloid diff MLP, whose call it bears; GFP+ MAC1+ double positive, %; measured here: differentiation confirmed by MAC1 staining
# The depositor's hits bear a star; i = inactive; u = inconclusive; x = no result given; + = active, no number; [ ] = another dose, or the depositor's remark.
SMILES	Myeloid diff MLP GFP+ MAC1+ %	Rac1 GTP hydrolysis	UTI89 phage lysis	NTR1 agonist cell count 20 µM	Myeloid diff MLP	TNAP activators	RSV CPE inhibition	Salmonella PhoP GFP	NTR1 agonist	T cell HTS	T cell HTS vesicle-bound %	Large T inhibition
O[C@@H](CNC[C@H](O)c1ccccc1)c1ccccc1	1.3	6.9%	0.0%	93	i	1.1	1.8%	-1.2%	0.0	i	14.4	11.7%
N#CC1=C(N)N(c2ccc(Br)cc2)C2=C(C(=O)CCC2)C1c1cccnc1 (stereo not given)	0.7	11.3%	-0.1%	84	i	1	-0.2%	-0.5%	7.1	i	27.1	21.3%
CC(C(=O)O)C1SC(=O)NC1=O (stereo not given)	0.6	9.7%	1.0%	47	i	1.1	x	1.0%	-2.1	i	23.2	3.1%
CC(=O)[C@H]1[C@@H]2C(=O)N(c3cccc(Cl)c3)C(=O)[C@@H]2[C@H]2c3ccccc3C=CN21	1.2	1.5%	0.0%	68	i	1	2.1%	-31.1%	0.9	i	16.0	10.3%
C=CC1C(N2CCOCC2)C(C)(C)S1(=O)=O (stereo not given)	1.5	1.4%	0.4%	69	i	1.1	0.9%	5.3%	-1.0	i	32.3	7.5%
COCCOC(=O)C1=C(C)Nc2nc(C)nn2C1c1ccccc1 (stereo not given)	1.7	1.2%	-0.3%	76	i	1.1	1.2%	-2.7%	1.9	i	51.7	6.0%
CS/C(=C\[N+](=O)[O-])Nc1ccc(OC(F)(F)F)cc1	0.5	5.7%	-0.1%	81	i	1.1	u	0.5%	6.7	i	58.7	6.1%
CSc1nccc(Nc2ccccc2)c1C#N	0.5	6.2%	0.4%	48	i	1.1	1.5%	-5.9%	1.4	i	41.6	-2.2%
CCOC(=O)CNC=C(C(=O)OCC)C(=O)OCC	0.5	4.3%	0.3%	35	i	1	1.2%	3.2%	-1.6	i	44.2	3.1%
CC1CCc2nc(N)c(C#N)c(-c3ccncc3)c2C1 (stereo not given)	1.8*	-1.8%	-0.4%	86	+	1	2.0%	4.8%	0.0	i	12.4	-3.8%
COc1cc(/C=C(\C#N)c2nc3ccccc3s2)cc([N+](=O)[O-])c1O	0.6	0.1%	-2.8%	76	i	0.6	x	3.0%	4.4	x	x	6.5%
O=C(Nc1ccncc1)c1ccccc1Cl	0.3	x	0.2%	84	i	x	-0.1%	5.4%	-1.2	i	19.5	5.1%
O=C(Nc1ccc(Cl)c(Cl)c1)Nc1ccc([N+](=O)[O-])cn1	0.6	3.7%	0.0%	84	i	x	0.4%	-0.8%	6.5	i	11.9	-1.9%
O=C(NCc1ccccc1)C(c1ccccc1)N(C(=O)c1csnn1)c1ccccc1 (stereo not given)	0.6	10.4%	-0.2%	48	i	x	0.9%	4.7%	0.5	i	21.3	-0.2%
CC(=O)Nc1ccc(S(=O)(=O)NC(C)C(=O)NCC(c2ccco2)N2CCCCC2)cc1 (stereo not given)	0.6	3.6%	0.5%[50 µM]	60	i	x	0.7%	x	0.9	i	38.3	x
COc1ccccc1-n1c(-c2cc(-c3ccco3)[nH]n2)n[nH]c1=S	0.5	3.9%	-0.8%	49	i	x	1.1%	-11.1%	-0.2	i	25.9	57.6%
COc1ccccc1NS(=O)(=O)c1cc(NC(=O)c2ccncc2)ccc1N1CCOCC1	0.3	6.7%	5.3%	48	i	1	2.1%	21.4%	3.0	i	26.8	3.7%
CCC(C)S(=O)(=O)c1snnc1C (stereo not given)	1.1	12.2%	0.8%	58	i	1.1	x	4.0%	0.0	i	6.2	11.3%
CCOC(=O)c1c(N)sc2c1CCCC2=O	0.3	9.1%	0.5%	43	i	x	2.0%	-4.4%	2.0	i	41.1	-2.1%
O=C1C2C3C=CC(C4CC34)C2C(=O)N1c1nccs1 (stereo not given)	0.4	3.4%	1.0%	41	i	1.1	1.2%	-5.6%	0.4	i	48.2	1.2%
Cc1nc2ccccc2c(=O)n1/N=C/c1ccc(C(C)C)cc1	0.4	6.4%	0.0%	108	i	x	4.2%	-4.2%	8.7	i	51.0	4.4%
Cc1ccc(O)c(Nc2ncnc3ccc([N+](=O)[O-])cc23)c1	0.2	11.0%	0.2%	43	i	x	2.1%	-2.0%	0.7	i	60.9	10.0%
CCCNC(=O)c1noc2c1CCc1cc(OC)ccc1-2	0.4	6.4%	0.1%[50 µM]	64	i	1.1	1.7%	3.2%	1.3	i	18.0	0.6%
CCCCCn1cnnc1SCC(=O)c1ccc2c(c1)OCO2	2.8	6.7%	0.9%[50 µM]	54	i	x	0.4%	x	-1.0	i	10.9	x
O=C(COC(=O)/C=C/c1cccc(C(F)(F)F)c1)NC(=O)NC1CCCC1	0.3	14.2%	0.7%[50 µM]	57	i	x	x	x	1.4	x	x	x
CC1Cc2ccccc2N1c1nc(C2CC2)nc2c1nnn2Cc1ccccc1 (stereo not given)	0.7	8.6%	0.4%	51	i	1	11.7%	4.5%	3.9	i	8.7	2.8%
Cc1sc2cc(-c3cccc([N+](=O)[O-])c3)c(-c3cccc([N+](=O)[O-])c3)c[n+]2c1C	0.5	9.8%	0.3%[50 µM]	61	i	1	u	-0.8%	2.6	i	39.6	9.1%
CN(C)c1ccc(C(=O)NCc2ccc3c(c2)OCO3)cc1	0.2	12.9%	-0.3%	61	i	x	1.0%	0.8%	-1.9	i	68.8	9.8%
O=C(COC(=O)c1ccc(Cl)nc1)NCCC1=CCCCC1	x	-2.0%	1.0%	57	x	1.1	0.8%	0.6%	2.4	i	61.7	5.5%
O=C1CN(C(=O)c2ccccn2)c2ccccc2N1	0.4	0.6%	1.0%	85	i	1.1	0.9%	10.1%	-3.9	i	28.1	12.0%
COc1ccccc1NC(=O)C1CCN(C(=O)C2CC(=O)N(c3ccc(C)cc3)C2)CC1 (stereo not given)	0.4	1.2%	0.7%	52	i	x	0.6%	-4.5%	-3.2	i	44.1	6.9%
Clc1ccc(SCCn2cncn2)cc1	0.8	8.6%	-0.5%	59	i	1.2	0.8%	12.2%	-1.6	i	65.7	4.6%
CN(CC(=O)NCc1ccccn1)S(=O)(=O)c1cc(Cl)ccc1Cl	0.5	9.2%	1.1%[50 µM]	72	i	x	-1.1%	-5.2%	-0.4	i	43.7	8.8%
Cn1cccc1Cc1nnc(SCC(=O)Nc2ccc(F)cc2)n1CCc1ccccc1	2.3	6.3%	3.9%	77	i	1	1.9%	-6.8%	9.1	i	65.2	6.3%
OCCN1CCN(c2cc(C(F)(F)F)nc3c(F)cccc23)CC1	0.6	11.5%	-1.0%	40	i	x	x	-9.3%	2.0	i	25.3	5.0%
COc1ccc(Nc2nc(NCCCN3CCOCC3)nc(N)c2[N+](=O)[O-])cc1	0.4	7.3%	-0.4%	46	i	x	x	-7.5%	3.6	i	40.9	20.2%
Cc1ccc(OCC(=O)N(Cc2ccccc2)C2CCS(=O)(=O)C2)c([N+](=O)[O-])n1 (stereo not given)	0.2	6.3%	5.0%	67	i	1.1	1.2%	-13.7%	-1.4	i	34.5	5.4%
CCCCOC(=O)Cn1c(=O)n(CC(=O)OCCCC)c2ccccc21	0.6	6.8%	0.3%	51	i	1	1.0%	1.5%	0.9	i	26.8	4.4%
COC(=O)c1ccc(OCC(=O)c2ccccc2)cc1	0.7	3.9%	4.7%	43	i	1.1	1.3%	-9.2%	0.5	i	16.4	6.8%
CCOC(=O)CSc1nc(-c2ccncc2)ccc1C#N	0.2	6.3%	1.1%	47	i	1.1	1.6%	2.6%	0.3	i	53.8	10.8%
O=C(NNC(=O)C1CCCN(c2ncccn2)C1)c1ccncc1 (stereo not given)	0.3	8.9%	0.1%	77	i	1.1	1.6%	2.5%	-1.3	i	49.0	1.7%
CCN(CC)CC(C)CNC(=O)C1(O)c2ccccc2NC(=O)N1c1ccc(Cl)c(Cl)c1 (stereo not given)	0.9	7.0%	0.1%	76	i	x	5.7%	-0.9%	-2.7	i	11.9	7.1%
CCC(C)(C)NC(=O)CN(Cc1cccs1)C(=O)CCC(=O)Nc1nccs1	5.8	1.8%	1.9%	55	i	1.1	-0.2%	-0.9%	-0.5	i	63.0	5.3%
COc1ccccc1C(=O)Nc1ccc(-c2nnn(CC(=O)N3CCN(C(=O)c4ccco4)CC3)n2)cc1	0.1	13.9%	0.2%	79	i	1.1	3.2%	2.3%	-1.1	i	58.2	-2.9%
CSc1ccc(NC(=O)C(C)N2CCN(C)CC2)cc1 (stereo not given)	0.4	x	0.0%	88	i	x	4.7%	2.5%	0.5	i	20.5	1.9%
COc1ccc(CCNC(=O)CN(c2ccc(OC)c(OC)c2)S(C)(=O)=O)cc1OC	0.7	4.0%	0.4%	78	i	1.1	1.0%	26.1%	-2.1	i	9.5	-0.8%
CCN1C(=O)[C@H]2[C@@H](c3ccc(-c4ccc(Cl)c(Cl)c4)cc3)N3CCCC[C@@]3(C(=O)OC)[C@H]2C1=O	1.1	3.1%	1.5%	96	i	x	-1.6%	x	5.5	x	x	-11.0%
NC(=O)CC(NC(=O)c1cccc(Br)c1)c1ccc(N2CCC(N3CCCC3)CC2)c([N+](=O)[O-])c1 (stereo not given)	0.8	3.2%	1.0%	100	i	x	0.0%	1.3%	-1.9	i	17.8	19.8%
CC(C)C1NCCc2c1sc1ccccc21 (stereo not given)	1.1	5.0%	2.1%	52	i	x	0.6%	x	1.3	i	59.5	10.3%
O=S(=O)(Nc1cccc(-c2cn3cccnc3n2)c1)c1ccc(F)cc1	0.7	-0.2%	-0.3%	75	i	1	1.4%	-4.8%	1.0	i	1.1	5.3%
COc1ccccc1Nc1nc(-c2sc(N)nc2C)cs1	0.6	11.5%	-0.1%	63	i	x	1.9%	-2.2%	-0.1	i	25.6	u
COc1ccc(-c2cn(-c3ccccc3)c(=S)[nH]2)cc1OC	0.6	11.7%	0.0%	106	i	x	4.2%	1.1%	1.9	i	23.0	15.0%
